# Source: PubChem BioAssay (NCI)
# All columns: NCI-60 one-dose screen, growth in % after 48 h at 10 µM unless noted; 100 = growth as untreated, 0 = no growth, -100 = all killed.
# K-562: K-562 leukemia | 7.4% of 78,000 active | AID 1794777
# HOP-62: HOP-62 NSCLC. 3.9% of 80,000 active. AID 1794735
# MDA-MB-435: MDA-MB-435 melanoma; 7.8% of 82,000 active
# SR: SR leukemia cells; 8.7% of 73,000 active
# HOP-92: HOP-92 NSCLC cells | 6.3% of 71,000 active
# MOLT-4: MOLT-4 leukemia cells. 6.9% of 80,000 active
# CCRF-CEM: CCRF-CEM leukemia; 7% of 77,000 active
# RPMI-8226: RPMI-8226 leukemia cells | AID 1794781 | 7.5% of 77,000 active
# Active calls of the source: *; x = no result given. How the source made its calls: active means growth percent below 10; inactive means the rest.
[1] CCCC(O)Cn1ncc(C(=O)OCC)c1NC(=O)NCc1ccccc1F (stereo not given)
[2] COc1ccc(-c2c(C#N)c(-c3ccccc3)nc3c2c(-c2ccccc2)nn3-c2ccccc2)cc1
[3] COc1ccc(-c2[nH]c3ncc(-c4ccc(OC)cc4)n3c(=O)c2C#N)cc1
[4] Nc1c(-c2nc3ccccc3[nH]2)nnn1-c1cccc(F)c1
[5] CCN(CC)CCOc1ccc(/C(=C(\C)Cc2ccc(OC)cc2)c2ccc(OC(=O)NCc3ccccc3)cc2)cc1
[6] O=c1[nH]c(CSc2nnc3ccccn23)nc2cc(Cl)ccc12
[7] Nc1nc(O)c(Br)c(=O)[nH]1
[8] Cc1c(C(=O)N[C@@H](Cc2ccccc2)C(=O)C(=O)NCc2ccccc2)oc2cc(O)ccc2c1=O

screen / no.	1	2	3	4	5	6	7	8
K-562	67	83	81	93	-51*	97	102	97
MDA-MB-435	103	91	100	101	41	101	91	105
HOP-62	105	94	90	106	80	102	98	100
MOLT-4	71	90	91	96	1.9*	61	102	105
CCRF-CEM	76	95	100	101	23	96	100	97
RPMI-8226	67	100	98	98	3.0*	110	93	108
HOP-92	92	95	82	x	59	93	92	95
SR	93	x	108	75	-53*	44	107	69

# Part of the list above in order of SMILES length, rising:
[4] Nc1c(-c2nc3ccccc3[nH]2)nnn1-c1cccc(F)c1
[2] COc1ccc(-c2c(C#N)c(-c3ccccc3)nc3c2c(-c2ccccc2)nn3-c2ccccc2)cc1
[5] CCN(CC)CCOc1ccc(/C(=C(\C)Cc2ccc(OC)cc2)c2ccc(OC(=O)NCc3ccccc3)cc2)cc1

screen / no.	4	2	5
K-562	93	83	-51*
MDA-MB-435	101	91	41
HOP-62	106	94	80
MOLT-4	96	90	1.9*
CCRF-CEM	101	95	23
RPMI-8226	98	100	3.0*
HOP-92	x	95	59
SR	75	x	-53*

# Following part:
[9] CC(=O)N1N=C(c2ccccc2)CC1c1cn(-c2ccccc2)nc1-c1ccc(OCc2ccccc2)cc1 (stereo not given)
[10] Nc1nccc(SCc2ccccc2)n1
[11] N#Cc1cnn(-c2ccc([N+](=O)[O-])cc2[N+](=O)[O-])c1N
[12] O=C(CN1CCN(c2ncnc3c2cnn3-c2ccccc2)CC1)Oc1ccc2ccccc2c1
[13] COc1ccc(-c2nsc3c2NC(=O)CC3c2cccc(F)c2)cc1 (stereo not given)
[14] O=C(O)c1cc([N+](=O)[O-])ccc1Cl
[15] O=Cc1c(N2CC[N+]3(CC2)CC[N+]2(CCNCC2)CC3)nc(-c2ccccc2)nc1N1CC[N+]2(CC1)CC[N+]1(CCNCC1)CC2
[16] COc1cc(-c2noc(C[C@H](CC(C)C)NC(=O)OCc3ccccc3)n2)cc(OC)c1OC

screen / no.	9	10	11	12	13	14	15	16
K-562	x	96	93	97	14	98	103	96
MDA-MB-435	97	107	101	103	-34*	107	111	100
HOP-62	93	111	105	103	60	113	108	99
MOLT-4	93	77	103	99	42	73	103	91
CCRF-CEM	93	89	98	96	50	114	91	97
RPMI-8226	90	x	91	96	47	89	106	100
HOP-92	89	x	113	107	53	82	141	65
SR	100	90	83	93	15	88	104	104

# One compound at a time, as listed above.
# Listed for Nc1nccc(SCc2ccccc2)n1 : K-562: 96; MDA-MB-435: 107; HOP-62: 111; MOLT-4: 77; CCRF-CEM: 89; RPMI-8226: x; HOP-92: x; SR: 90
# Listed for O=Cc1c(N2CC[N+]3(CC2)CC[N+]2(CCNCC2)CC3)nc(-c2ccccc2)nc1N1CC[N+]2(CC1)CC[N+]1(CCNCC1)CC2 : K-562: 103; MDA-MB-435: 111; HOP-62: 108; MOLT-4: 103; CCRF-CEM: 91; RPMI-8226: 106; HOP-92: 141; SR: 104

# Next part
[17] COc1ccc(C(=O)Nc2ccc3nc(N4CCCCC4)cc(C)c3c2)cc1OC
[18] O=[N+]([O-])c1ccc(/C=C/C=C/C2(CCl)OCCO2)cc1
[19] Cc1ccc(S(=O)(=O)C/C(=N\Nc2ccc(S(N)(=O)=O)cc2)c2cc3ccccc3o2)cc1
[20] Cc1cc(N=Nc2c(O)c3ccccc3[nH]c2=O)ccc1N=Nc1ccc(C(=O)N(C)C)cc1
[21] Cc1cccc(CS(=O)(=O)NCc2ccc(N3CCCC3)cc2)c1
[22] CC(C)C[C@@H](NC(=O)[C@@H](Cc1ccccc1)NC(=O)c1cnccn1)B1Oc2ccc(C[C@H](NC(=O)[C@H](Cc3ccc4c(c3)OB([C@@H](CC(C)C)NC(=O)[C@@H](Cc3ccccc3)NC(=O)c3cnccn3)O4)NC(=O)[C@@H](N)CC3CCC4OB([C@@H](CC(C)C)NC(=O)[C@@H](CC5CCCCC5)NC(=O)C5CNCCN5)OC4C3)C(=O)NCCCC[C@@H]3NC(=O)[C@@H](Cc4ccccc4)NC(=O)[C@H](CC(=O)O)NC(=O)CNC(=O)[C@H](CCCNC(=N)N)NC3=O)cc2O1 (stereo not given in full)
[23] O=C1C(c2ccccc2)=C(c2ccccc2)C(c2ccccc2)C1c1ccccc1 (stereo not given)
[24] Oc1ccc(/C=N\NC(=S)Nc2ccc(F)cc2)c(O)c1

screen / no.	17	18	19	20	21	22	23	24
K-562	-19*	89	105	101	74	-0.5*	43	105
MDA-MB-435	88	92	102	110	87	-75*	63	104
HOP-62	115	111	109	100	100	-43*	89	107
MOLT-4	49	93	99	90	78	1.2*	39	92
CCRF-CEM	55	92	112	72	78	2.2*	55	70
RPMI-8226	62	86	127	97	x	0.8*	49	97
HOP-92	41	84	109	120	72	-74*	x	96
SR	33	95	107	89	73	1.5*	x	102

[25] CCOC(=O)c1ccccc1NC(=O)CCN(CC)CC
[26] CCCOC(=O)c1ccc([N+](=O)[O-])o1
[27] Oc1ccc(CSc2nnc(-c3ccc(Br)cc3)n2-c2ccccc2)c2cccnc12
[28] COc1c(Cl)cc(Cl)cc1Cl
[29] Cn1c(=O)n(C)c2cc(CNCCNc3ccnc4cc(Cl)ccc34)ccc21
[30] O=S1(=O)N=C(OC(CCl)CCl)c2ccccc21
[31] COc1cc(/C=N/NC(=O)CSc2nc3ccccc3c(=O)n2CCc2ccccn2)cc(OC)c1OC
[32] Cc1ccc(C(=O)C2OC3=C(C(=O)CC(C)(C)C3)C2c2cccc(Oc3ccccc3)c2)cc1 (stereo not given)

screen / no.	25	26	27	28	29	30	31	32
K-562	99	x	16	96	5.2*	98	90	35
MDA-MB-435	109	107	19	115	39	96	107	68
HOP-62	93	114	16	98	78	104	82	81
MOLT-4	96	x	32	91	61	87	67	30
CCRF-CEM	89	97	23	110	58	x	85	44
RPMI-8226	91	98	14	118	34	101	82	35
HOP-92	90	109	32	116	56	77	74	36
SR	95	x	38	101	3.3*	74	68	40

[33] O=C(Nc1ccc(Cn2nnc3c(F)cccc32)cc1)c1ccc(Cl)cc1
[34] CC(=O)/C(Br)=C/c1ccc(Br)o1
[35] CCOC(=O)C1=C(N)Oc2c(sc3c(F)cccc23)C1c1ccc(OC)cc1 (stereo not given)
[36] O=C(c1ccccc1)N(CCCCl)C(=O)N(CCCCl)C(=O)c1ccccc1
[37] COc1ccc(-c2nc3c(c(=O)[nH]2)C(c2ccc(Cl)cc2)c2sc4c(C)cccc4c2O3)cc1 (stereo not given)
[38] O=C(CSc1nnc(-c2cc3c([nH]c4ccccc43)c(-c3cccc(O)c3)n2)n1-c1ccccc1)c1ccccc1
[39] CNS(=O)(=O)Oc1ccc(-c2cn3ccsc3n2)cc1
[40] c1csc(-c2cn3ccnc3c(-c3ccc4c(c3)ncn4C3CCCCC3)n2)c1

screen / no.	33	34	35	36	37	38	39	40
K-562	42	4.6*	81	91	73	22	107	101
MDA-MB-435	62	62	77	90	60	-33*	99	110
HOP-62	75	137	97	87	104	59	118	100
MOLT-4	74	-15*	93	84	91	42	99	88
CCRF-CEM	74	-31*	110	100	98	31	112	112
RPMI-8226	x	67	80	88	93	43	106	107
HOP-92	83	34	77	70	x	68	x	113
SR	55	-18*	75	101	83	19	90	85

[41] CCC1(c2ccc(Cl)cc2)SCCS1
[42] CC(=O)Oc1ccc(C(C)(C)C)cc1
[43] CC(=O)NC1CCC(NC(C)=O)CC1 (stereo not given)
[44] CC1(C)CCc2cc(-c3ccn(S(=O)(=O)c4ccc(Cl)cc4)n3)ccc2O1
[45] CCN(CC)CC(=O)NNc1ncnc2ccccc12
[46] CCOc1ccc(C(=O)NCC(C)C)cc1
[47] O=C1NC(c2ccc(F)cc2)N=C2C(c3ccccc3)=NOC12 (stereo not given)
[48] C=C1C(=O)O[C@H]2[C@H]1CC/C(COC(=O)N1CCC[C@H]1C(=O)Nc1ccc(OC)c(C(N)=O)c1O)=C\CC[C@@]1(C)O[C@@H]21

screen / no.	41	42	43	44	45	46	47	48
K-562	110	97	102	52	106	102	105	11
MDA-MB-435	107	107	105	86	105	97	106	44
HOP-62	110	101	115	93	96	96	96	89
MOLT-4	101	107	100	65	115	100	116	8.1*
CCRF-CEM	103	109	102	64	103	103	102	-13*
RPMI-8226	x	106	107	52	113	105	107	1.4*
HOP-92	102	104	77	8.0*	137	103	103	-11*
SR	105	92	x	46	113	102	112	14

[49] Cn1c2c(c(=O)n(C)c1=O)CS(=O)c1ccccc1N2 (stereo not given)
[50] Nc1nc(N)sc(=S)n1
[51] CCCCOB(OCCCC)c1cccc(B(OCCCC)OCCCC)c1
[52] COCc1c(-c2ccc(NC(=O)Nc3cc(C(F)(F)F)ccc3F)c(F)c2)c2c(N)ncnn2c1CN1CCOCC1
[53] O=[N+]([O-])c1cc(Br)cc(-c2c(Br)cc([N+](=O)[O-])cc2Br)c1
[54] N#Cc1cc(-c2nc3ccccc3[nH]2)c(N)n(-c2ccccc2)c1=O
[55] Nc1ccc2[nH]c(=S)[nH]c2c1
[56] COc1cc(-c2nc(SC(C)C)nc(Nc3ccccc3)c2C#N)cc(OC)c1OC

screen / no.	49	50	51	52	53	54	55	56
K-562	89	96	94	1.7*	74	78	98	98
MDA-MB-435	97	108	110	-69*	103	98	102	109
HOP-62	96	94	99	-59*	95	99	102	81
MOLT-4	99	87	88	-5.9*	86	85	89	101
CCRF-CEM	x	x	96	5.8*	94	72	x	104
RPMI-8226	102	x	94	-33*	81	73	100	105
HOP-92	x	x	107	-33*	83	84	91	85
SR	104	82	x	-9.4*	96	x	82	92

[57] CCSc1nc(-c2ccc(F)cc2)c(C#N)c(=O)[nH]1
[58] COc1ccc(C(=O)Nc2cccc(Cl)c2)cc1
[59] Nc1ccc(-c2cc3c(Nc4ccc(Oc5cccc(C(F)(F)F)c5)c(Cl)c4)ncnc3s2)cc1
[60] Oc1ccc(C2OCCO2)c2cccnc12
[61] Nc1cc(Cl)ccc1Oc1ccc(Cl)cc1
[62] COC(=O)[C@H]1CCCN1C[C@@H](O)CN1C(=O)/C(=C\c2cc(OC)c(OC)c(OC)c2)c2ccccc21
[63] CC(=O)[C@H]1CC[C@H]2[C@@H]3CC[C@H]4CC=CC[C@]4(C)[C@H]3CC[C@]12C
[64] O=c1/c(=C/Nc2cccc(O)c2)sc2ncnn12

screen / no.	57	58	59	60	61	62	63	64
K-562	124	96	25	17	100	81	85	108
MDA-MB-435	101	89	70	49	114	96	101	98
HOP-62	110	96	90	52	92	108	109	97
MOLT-4	124	91	48	21	80	82	84	101
CCRF-CEM	102	98	49	14	95	94	x	138
RPMI-8226	105	90	53	30	87	91	66	119
HOP-92	131	102	88	69	77	105	101	x
SR	118	90	50	32	103	78	69	95

[65] COc1ccc(-c2nc(SCCC(C)C)nc(N/N=C\c3ccc([N+](=O)[O-])cc3)c2C#N)cc1
[66] COc1ccc(C(=O)C/C(=C\c2ccc(O)c(OC)c2)C(=O)NCc2ccccc2)cc1
[67] COc1ccc(/C=N/S(=O)(=O)O)cc1OC
[68] CCN1CCN(c2nc(-c3ccccc3)c(C)c(C#N)c2C#N)CC1
[69] O=C(c1nnc(Nc2ccc([N+](=O)[O-])cc2)o1)c1c[nH]c2ccccc12
[70] Cc1cc2c(c3c1C(=O)CC3)C(C)(C)CCC2(C)C
[71] O=C(Nc1ccc(OCc2ccc(F)cc2)cc1)Nc1ccc(Cl)c(C(F)(F)F)c1

screen / no.	65	66	67	68	69	70	71
K-562	70	95	107	106	101	104	9.3*
MDA-MB-435	77	103	106	109	105	106	-12*
HOP-62	62	90	61	99	76	88	11
MOLT-4	81	79	92	111	93	x	6.6*
CCRF-CEM	84	86	100	132	95	74	x
RPMI-8226	75	80	114	113	90	87	-1.3*
HOP-92	61	77	107	186	78	88	x
SR	75	79	96	91	86	84	-7.5*
